eIF4E 4G PPI: blocks eIF4E binding to eIF4G. P63073+Q04637. TR-FRET eIF4E-eIF4GI(517-606) binding, 2 h. inhibition, % at 21.7 µM. 220,000 compounds, 0.37% hits. AID 782;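 active = inhibition above about 30%, limit read from the data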;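 also: 0% = full FRET control wells and 100% = background wells lacking eIF4GI fragment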
14-3-3 Bad PPI: disrupts binding of bovine 14-3-3 zeta to phospho-Bad peptide | P63103 | TR-FRET 14-3-3zeta/Dy647-pBad peptide displacement, 1 h | inhibition, % at 21.7 µM | 220,000 compounds, 0.71% hits | AID 781;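 active = inhibition above about 70%, limit read from the data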;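 also: 0% = full 14-3-3 plus peptide FRET controls and 100% = background without 14-3-3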
Target sequence (P63103 whole entry, looked up): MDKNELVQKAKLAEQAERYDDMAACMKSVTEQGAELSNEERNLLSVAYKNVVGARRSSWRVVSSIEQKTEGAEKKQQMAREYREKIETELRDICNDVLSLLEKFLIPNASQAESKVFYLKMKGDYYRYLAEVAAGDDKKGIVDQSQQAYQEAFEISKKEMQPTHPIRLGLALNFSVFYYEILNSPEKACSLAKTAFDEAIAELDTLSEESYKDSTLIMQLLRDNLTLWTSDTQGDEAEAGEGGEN
L929 necroptosis: L929 zVAD cell death inhibition. L929 zVAD necroptosis rescue, ATP luminescence, 24 h; with zVAD 60 µM. viability rescue, % at 10 µM. 220,000 compounds, 0.38% hits;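 active = activation, scaled between plate controls, above about 75%, limit read from the data; inactive = activation under that limit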;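 also: 0% = zVAD with DMSO and 100% = DMSO alone without zVAD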
Hck Nef HTS: inhibitors of human Hck kinase activated by Nef; 220,000 compounds, 0.68% hits; P08631; AID 463187; Recombinant Hck-YEEI plus Nef, Z-Lyte FRET kinase assay; inhibition, % at 20 µM;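 active = Hck-Nef kinase inhibition above about 50%, limit read from the data; inactive = inhibition below that limit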;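 also: 0% = DMSO with Hck plus Nef and 100% = Hck alone without Nef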
Target sequence (P08631 whole entry, looked up): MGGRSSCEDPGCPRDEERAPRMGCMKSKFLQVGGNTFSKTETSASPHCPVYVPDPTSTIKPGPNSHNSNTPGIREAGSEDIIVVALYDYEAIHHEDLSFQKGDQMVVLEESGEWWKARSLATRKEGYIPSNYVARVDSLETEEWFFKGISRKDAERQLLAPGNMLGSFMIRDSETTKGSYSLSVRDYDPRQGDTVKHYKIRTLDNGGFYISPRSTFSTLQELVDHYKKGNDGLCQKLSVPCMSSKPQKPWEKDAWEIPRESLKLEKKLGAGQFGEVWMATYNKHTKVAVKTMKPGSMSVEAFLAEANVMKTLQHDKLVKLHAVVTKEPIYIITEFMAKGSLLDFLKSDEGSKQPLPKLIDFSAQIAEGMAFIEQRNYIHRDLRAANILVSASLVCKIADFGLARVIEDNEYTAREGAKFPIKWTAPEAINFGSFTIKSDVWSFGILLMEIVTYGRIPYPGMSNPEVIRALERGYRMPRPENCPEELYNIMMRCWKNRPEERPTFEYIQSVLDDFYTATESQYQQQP
TbHK1 inh: blocks Trypanosoma brucei hexokinase 1 activity. inhibition, % at 10 µM. AID 1430. 220,000 compounds, 0.11% hits. recombinant TbHK1, G6PDH-coupled NADH A340;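 active = inhibition of 50% or more in the single-dose primary screen; inactive = inhibition below 50%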
EP2 antag: blocks the human prostaglandin E2 receptor EP2; 260,000 compounds, 0.52% hits; P43116; C6 glioma cells expressing human EP2, cAMP TR-FRET; cells stimulated with saturating PGE2; inhibition, % at 25 µM;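 active = percent inhibition above 40 after rounding to a whole number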;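 also: rat C6 glioma host cells with rolipram phosphodiesterase inhibitor present; the protocol text gives 20 µM as final concentration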
EP2 mod: modulates human prostaglandin E2 receptor EP2 signaling; EP2-expressing cells, cAMP HTRF FRET, PGE2 co-stimulation; induction, % at 25 µM; 260,000 compounds, 0.83% hits; AID 940;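 active = compounds whose cAMP rise, as percent of the full-agonist control response, exceeds 60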;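 also: rat C6 glioma line stably carrying human EP2 under a CMV promoter; the protocol text gives 20 µM as final concentration; 100% = response of wells given 1 µM PGE2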
Calpain2 inh: inhibitors of pig calpain II; AID 1236; 220,000 compounds, 0.37% hits; purified calpain II, fluorogenic peptide substrate, 30 min; inhibition, % at 16 µM;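 active = inhibition above about 50%, limit read from the data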
Rad51 HR inh: blocks human Rad51 in homologous recombination | Q06609 | inhibition, % at 10 µM | AID 1385 | 200,000 compounds, 0.085% hits | hRad51 DNA strand exchange, fluorescence dequenching;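 active = inhibition above 40% at the single screening dose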;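 also: 0% = DMSO control wells and 100% = blanks with heterologous ssDNA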
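Test system: preformed human Rad51 ssDNA filaments. Compound dosing: single dose, 10 µM final compound. Incubation: filaments 15 min 37 °C, then compound 30 min. Technique: FRET fluorescence dequenching, excitation 485 nm, emission 520 nm. Read-out basis: percent inhibition from fluorescence, normalised to plate control and blank means. Benchmarks: plate controls and plate blanks.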
Active calls of the source: *; i = inactive; . = not tested or not shown; & = joins results of further samples; [ ] = dose if it differs, or a comment. Some of the compounds tested (hit frequency here may not be typical).

entry	SMILES	eIF4E 4G PPI	14-3-3 Bad PPI	L929 necroptosis	Hck Nef HTS	TbHK1 inh
1	CC(=O)Nc1ccc(NC(=O)C(C)OC(=O)C2(c3ccc(F)cc3)CCCC2)cc1 (stereo not drawn)	1	-9	-0.1	2	2
2	COc1ccc(OCCCC(=O)Nc2nccs2)cc1	6	-2	0.7	-7	-3
3	COc1ccccc1-c1cc(C(=O)Nc2c(F)cc(F)cc2Br)no1	8[fluorescence artefact?]	12[fluorescence artefact?]	0.0	0	6
4	Nc1c(C(=O)CCC(=O)O)oc2ccc(Cl)cc12	5	1	0.8	24	-54
5	Cc1ccc(C2C3=C(CC(C)(C)CC3=O)OC3=C2C(=O)CC(C)(C)C3)cc1	3	-10	-1.0	24	-5
6	CC1=C(C(=O)OCc2ccccc2)C(c2ccccc2-c2ccccc2)NC(=O)N1CCCCCC(=O)O (stereo not drawn)	2	6	-0.8	-1	19
7	CCOc1cc(NC(=S)NCCCOC)c(OCC)cc1NC(=O)c1ccco1	4[fluorescence artefact?]	-2	-0.1	4	7
8	CCOc1ccc(NC(=O)COC(=O)C2(C)CC2(Cl)Cl)c([N+](=O)[O-])c1 (stereo not drawn)	5	-5	2.2	20	-2
9	C/C(=N\NC(=S)NCc1ccccc1)c1ccc2ccccc2c1	1	-34	0.1	2	19
10	COc1cc([N+](=O)[O-])cc2sc(NC(=O)C3CC3)nc12	1	42	2.3	17	-2
11	COc1ccc(C(N)=O)cc1N	1	-7	0.5	-1	-7
12	COc1ccccc1Nc1nc(N)nc(CN2CCC(C)CC2)n1	0	11	0.9	7	3

entry	EP2 antag	EP2 mod	Calpain2 inh	Rad51 HR inh
1	10	-8	-11	-2
2	16	-6	15	10
3	5	49	-8	1
4	12	7	-15	-3
5	2	46	20	5
6	7	55	-28	8
7	9	-2	19	.
8	3	0	29	.
9	8	-24	13	4
10	6	-2	12	-7
11	3	12	-23	0
12	2	4	9	2

Profiles, quoted from the list.
Shown for Nc1c(C(=O)CCC(=O)O)oc2ccc(Cl)cc12 → eIF4E 4G PPI = 5; 14-3-3 Bad PPI = 1; L929 necroptosis = 0.8; Hck Nef HTS = 24; TbHK1 inh = -54; EP2 antag = 12; EP2 mod = 7; Calpain2 inh = -15; Rad51 HR inh = -3
Shown for COc1ccc(C(N)=O)cc1N → eIF4E 4G PPI = 1; 14-3-3 Bad PPI = -7; L929 necroptosis = 0.5; Hck Nef HTS = -1; TbHK1 inh = -7; EP2 antag = 3; EP2 mod = 12; Calpain2 inh = -23; Rad51 HR inh = 0

Further compounds
entry	SMILES	eIF4E 4G PPI	14-3-3 Bad PPI	L929 necroptosis	Hck Nef HTS	TbHK1 inh
13	Cc1ccc(C(=O)NCCNC(=O)c2ccccc2)cc1	1	7	1.4	-9	-4
14	O=C(CSc1nnc(CNC(=O)C23CC4CC(CC(C4)C2)C3)n1-c1ccccc1)Nc1ccccc1	-2	-2	1.1	0	-3
15	Cc1cc(C)n2cnnc2n1	0	-2	-0.2	15	2
16	Cc1ccccc1NC(=O)NCCCN1CCCC1	-7	14	-0.5	1	-3
17	COc1ccccc1NS(=O)(=O)c1cc(NC(=O)c2cc3ccccc3oc2=O)ccc1C	-2[fluorescence artefact?]	0[fluorescence artefact?]	0.8	0	-12
18	CCN(CC)C(=O)CSc1nc(-c2ccccc2)ccc1C#N	1	2	1.3	0	-9
19	O=c1c2ccccc2nc(-c2ccoc2)n1CCc1ccccc1	12	3	-0.1	1	-4
20	COc1ccc(/C(C)=N/NC(=O)c2cc(-c3cccnc3)nc3ccccc23)cc1	0	6	1.3	2	-6
21	O=C(O)c1ccc(/C=N/N2CCN(C3c4ccccc4-c4ccccc43)CC2)cc1	0	7	0.3	23	-5
22	Cc1ccc(NS(=O)(=O)c2cc(NC(=O)c3cc(=O)[nH]c(=O)[nH]3)ccc2Cl)c(C)c1	-7	4	-0.9	22	-2
23	COc1cc(C(=O)COC(=O)Cc2cnc3sccn23)cc(OC)c1OC	6[fluorescence artefact?]	4	2.8	6	-3
24	O=S1(=O)C=C(Oc2ccc(F)cc2)c2ccccc21	-1[fluorescence artefact?]	-6	-0.3	2	4

entry	EP2 antag	EP2 mod	Calpain2 inh	Rad51 HR inh
13	6	40	12	17
14	7	3	-3	0
15	5	-26	3	0
16	5	-7	-1	-3
17	9	-14	-8	-7
18	14	16	-16	12
19	13	37	2	8
20	4	-25	-39	.
21	4	41	9	.
22	4	-7	5	15
23	.	13	2	.
24	9	7	30	-11

The final four compounds of the part before come first, to join the parts.
entry	SMILES	eIF4E 4G PPI	14-3-3 Bad PPI	L929 necroptosis	Hck Nef HTS	TbHK1 inh
21	O=C(O)c1ccc(/C=N/N2CCN(C3c4ccccc4-c4ccccc43)CC2)cc1	0	7	0.3	23	-5
22	Cc1ccc(NS(=O)(=O)c2cc(NC(=O)c3cc(=O)[nH]c(=O)[nH]3)ccc2Cl)c(C)c1	-7	4	-0.9	22	-2
23	COc1cc(C(=O)COC(=O)Cc2cnc3sccn23)cc(OC)c1OC	6[fluorescence artefact?]	4	2.8	6	-3
24	O=S1(=O)C=C(Oc2ccc(F)cc2)c2ccccc21	-1[fluorescence artefact?]	-6	-0.3	2	4
25	CC1(C)Cc2c(c(N3CCOCC3)nc3sc4c(NCc5ccccc5)nnnc4c23)CS1	-17	-6	-1.0	10	-46
26	COC(=O)CSc1ncnc2c1cnn2-c1ccc(C)cc1C	-4	-12	0.9	4	-2
27	CC1=C(C(=O)Nc2ccccn2)C(c2ccccc2)n2ncnc2N1 (stereo not drawn)	-2	2	-0.1	2	20
28	COCCn1c(SCC(=O)N2CCCc3ccccc32)nc2ccccc2c1=O	8	1	-1.1	0	-1
29	Cc1cc(=O)oc(C)c1C(=O)NCCNC(=O)c1c(C)cc(=O)oc1C	-1	-3	1.2	0	-9
30	O=C(Nc1cccc(-c2nc3ncccc3o2)c1)c1sc2ccccc2c1Cl	-104[fluorescence artefact?]	57	0.9	-2	-21
31	CSc1nc2c(c(=O)[nH]c(=O)n2C)n1C/C=C(\C)Cl	1	-13	-0.1	2	33
32	COc1ccc(-c2csc(Nc3ccc(O)cc3)n2)cc1	8	-2	93*	23	-2
33	Brc1cccc(OCCSc2ncccn2)c1	2	0	-0.6	-22	8
34	CCSc1nnc(NC(=O)c2ccco2)s1	1	0	-0.1	101*	-31
35	Cc1nnsc1Sc1ccccn1	-2	15	2.8	24	-1
36	CSc1nc(O)cc(=O)n1-c1ccc(F)cc1	-2	-14	1.7	-7	3

entry	EP2 antag	EP2 mod	Calpain2 inh	Rad51 HR inh
21	4	41	9	.
22	4	-7	5	15
23	.	13	2	.
24	9	7	30	-11
25	0	35	-179	-1
26	9	9	-2	4
27	15	8	-18	7
28	8&9	-7&2	-42	2
29	10	14	-49	-5
30	9	15	-110	-14
31	8	32	11	-2
32	7	-62	8	-4
33	7	27	20	-4
34	19	11	18	.
35	8	4	20	.
36	2	19	-8	10

Marked active in Hck Nef HTS, among the entries above:
| entry | mol | eIF4E 4G PPI | 14-3-3 Bad PPI | Hck Nef HTS | TbHK1 inh | EP2 mod | Calpain2 inh |
| --- | --- | --- | --- | --- | --- | --- | --- |
| 34 | CCSc1nnc(NC(=O)c2ccco2)s1 | 1 | 0 | 101* | -31 | 11 | 18 |

Next part.
entry	SMILES	eIF4E 4G PPI	14-3-3 Bad PPI	L929 necroptosis	Hck Nef HTS	TbHK1 inh
37	Cc1cc(C)c2c(CC(=O)NCCc3ccccc3)coc2c1	-2	-11	1.4	-1	-2
38	CS(=O)(=O)N1CCc2cc(-c3csc(NC(=O)Cc4ccccc4)n3)ccc21	4	37[fluorescence artefact?]	-1.6	-10	6
39	Nc1ccc(-c2nc3ccc(N)cc3[nH]2)cc1	15	6	2.5	-11	-46
40	O=C(Nc1cccc(C(F)(F)F)c1)N(Cc1ccc(Cl)cc1)CC(O)C(F)(F)F (stereo not drawn)	12	21[fluorescence artefact?]	1.1	-2	-4
41	CCOC(=O)c1nc(N)sc1C(=O)OCC	7	10	0.9	-1	-8
42	COc1ccc([N+](=O)[O-])cc1CSc1ccccn1	-3	1	0.0	21	-7
43	CCOC(=O)c1cc2c(=O)[nH]c(C(Cl)(Cl)Cl)nc2o1	14	52	1.1	8	-11
44	COc1ccc(C(=O)Nc2nc3cc4c(cc3s2)OCCO4)c(OC)c1	13	18	0.0	18	-36
45	CC(/C=C/c1ccc2c(c1)OCO2)=N\NC(=O)C(O)c1ccccc1 (stereo not drawn)	0	-12	1.1	7	-70
46	COc1cc(Cl)cc(/C=C/c2ccc3ccccc3n2)c1OC(C)=O	1	-6	2.1	4	-4
47	S=C(c1nc2ccccc2[nH]1)N1CCOCC1	2	3	-0.2	4	-5
48	C=CCN1CC2CC3(COc4cc(C)cc(C)c4)C=CC2(O3)C1=O (stereo not drawn)	-2	10[fluorescence artefact?]	-0.1	-1	1

entry	EP2 antag	EP2 mod	Calpain2 inh	Rad51 HR inh
37	8	-22	7	12
38	25	-27	-30	1
39	35	-55	i	.
40	16	-9	-18	-6
41	15	2	22	-1
42	8	44	-13	6
43	7	-2	-11	7
44	12	-3	8	.
45	11	-34	-3	11
46	15	-21	-6	21
47	7	15	-10	-2
48	5	-5	5	1

Continuation.
entry	SMILES	eIF4E 4G PPI	14-3-3 Bad PPI	L929 necroptosis	Hck Nef HTS	TbHK1 inh
49	COC(=O)c1ccc2c(=O)n(CCCCCC(=O)O)c(=O)[nH]c2c1	2[fluorescence artefact?]	2	.	3	-3
50	O=C(CN1CCN(c2ccccc2)CC1)Nc1ccccc1Cl	-3	-4	0.8	12	0
51	O=C(CC1Sc2ncnn2C1=O)Nc1ccc(Cl)cc1 (stereo not drawn)	1	7	40	18	-1
52	CC(C)C(NS(=O)(=O)c1ccc2c(c1)OCCO2)C(=O)NCCc1ccccn1 (stereo not drawn)	-9[fluorescence artefact?]	-3	0.0	0	-6
53	CC1=CCC2C(=O)N(CCc3c[nH]c4ccccc34)C(=O)C2C1 (stereo not drawn)	2[fluorescence artefact?]	2	0.2	4	1
54	O=C(COC(=O)c1cc(=O)c2ccccc2o1)Nc1ccc2ccccc2c1	-171	55[fluorescence artefact?]	0.0	-4	3
55	Cn1nnc2cc(NC(=O)NCc3ccc4c(c3)OCO4)ccc21	-3	7	-0.4	13	-2
56	CC1(C)C(=O)Nc2ccccc2N1C(=O)COC(=O)c1cc(S(=O)(=O)N2CCOCC2)ccc1F	9	13	-0.1	-27	12
57	COC(=O)C1(c2ccccc2)NC(c2ccc(O)cc2)C2C(=O)N(c3ccc4c(c3)OCO4)C(=O)C21 (stereo not drawn)	-10	3	0.2	18	-6

entry	EP2 antag	EP2 mod	Calpain2 inh	Rad51 HR inh
49	4	31	-106	.
50	6	-46	13	18
51	8	3	11	-6
52	17	15	-2	0
53	10	-64	-10	-9
54	6	5	28	15
55	5	-14	9	-8
56	8	6	-21	-5
57	3	14	-8	-3

In a second layout: results already given.
#	canonical_smiles	eIF4E 4G PPI	14-3-3 Bad PPI	L929 necroptosis	Hck Nef HTS	TbHK1 inh	EP2 antag	EP2 mod	Calpain2 inh	Rad51 HR inh
51	O=C(CC1Sc2ncnn2C1=O)Nc1ccc(Cl)cc1 (stereo not drawn)	1	7	40	18	-1	8	3	11	-6
52	CC(C)C(NS(=O)(=O)c1ccc2c(c1)OCCO2)C(=O)NCCc1ccccn1 (stereo not drawn)	-9[fluorescence artefact?]	-3	0.0	0	-6	17	15	-2	0

Source: PubChem BioAssay (several laboratories)
